TTR transcr act – TTR transcription activation, primary screen | activation, % at 16.7 µM | 92,000 tested, 1.3% active | SH-SY5Y TTR promoter Gaussia luciferase, luminescence; 100% = recombinant luciferase protein wells;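 active means activation above the mean of all tested compounds plus 3 SD, cut at about 9.5% in these data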;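 further: cells exposed to compounds for one day before reading; 0% = median of all test compound wells on the plate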
* marks the source's active call; other numbers are inactive results. Not all compounds are listed; rates above refer to the full screens.

TTR transcr act	smiles
-0.1	Cc1sc2ncn(CC(=O)NCc3ccco3)c(=O)c2c1-c1ccccc1
-1.5	O=C(N/N=C/c1cccnc1)c1cc(-c2ccccc2OCc2ccccc2)n[nH]1
1.4	Cc1ccc(CNC(=O)C2CCC(=O)N2CCc2ccccc2)cc1 (stereo unspecified)
-1.8	CCCCNC(=O)c1cc2cccc([N+](=O)[O-])c2[nH]1
3.8	Cc1cc(OCC(=O)NCCCN2CCOCC2)c2c(C)cc(=O)oc2c1
3.4	Cn1cc(Cl)c(/C=C(\C#N)S(=O)(=O)c2ccccc2)n1
3.1	CCCc1[nH]nc2c1C(CCc1ccccc1)C(C#N)=C(N)O2 (stereo unspecified)
1.4	COc1ccc(CNC(=O)COC(=O)C2(C)CC2(Cl)Cl)cc1 (stereo unspecified)
-0.5	O=C1NC(c2ccccc2)=C(c2ccc3ccccc3n2)C(c2ccccc2)N1 (stereo unspecified)
-3.1	C[C@]12c3[nH]c4ccc(Cl)cc4c3CCN1C(=O)[C@@H](CC(=O)NCc1cccc(C(F)(F)F)c1)C[C@@H]2C(=O)N1CCOCC1
-0.8	Cc1[nH]c2ccccc2c1/C=N/NC(=O)CNC(=O)c1ccco1
-1.1	O=C(c1ccc2ccccc2n1)N1CCN(c2ccccc2O)CC1
-1.7	CC(C)CC(=O)NC(=S)Nc1ccc(CN2CCOCC2)cc1
2.3	CC(C)NC(=O)C1(C)CCN1C(=O)c1cccc(F)c1 (stereo unspecified)
-0.8	Cc1c(NC(=O)c2n[nH]c(=O)c3ccccc23)c(=O)n(-c2ccccc2)n1C

Among those listed so far, these contain a furan ring, fused or not.
TTR transcr act	smiles
-0.1	Cc1sc2ncn(CC(=O)NCc3ccco3)c(=O)c2c1-c1ccccc1
-0.8	Cc1[nH]c2ccccc2c1/C=N/NC(=O)CNC(=O)c1ccco1

Other records follow.
TTR transcr act	smiles
-2.5	CCN(CC)c1ccc(/C=N/NC(=O)c2ccoc2C)cc1
0.5	O=C(CO)N/N=C/c1ccccc1F
-2.5	COc1ccc(CN2CCN(Cc3nc4ccccc4s3)CC2CCO)c(C)c1C (stereo unspecified)
11*	Cc1ccccc1/[N+]([O-])=C/c1ccncc1
-1.2	CCC1CCc2c(c3ccccc3[nH]c2=O)O1 (stereo unspecified)
-0.6	CCC1(CC)NC(=O)N(CC(=O)OCC(=O)Nc2cc(C)ccc2C)C1=O
0.0	C=C(C)C1CC=C(CN2CCN(Cc3ccccc3)CC2)CC1 (stereo unspecified)
-2.8	Cc1cccc(NC(=O)c2ccc3nc(N4CCOCC4)sc3c2)c1C
1.1	O=C(c1ccc2c(c1)N(Cc1ccccc1F)C(=O)c1ccccc1S2)N1CCOCC1
4.6	COc1ccc(NC(C)=O)cc1S(=O)(=O)NC(Cc1ccccc1)C(=O)NC(C)c1ccccn1 (stereo unspecified)
2.7	CCNC(=O)CSc1nnc(-c2cccc(S(=O)(=O)N(CC)CC)c2)n1CCc1ccccc1
1.5	CN(C)CCn1c2c(c(SCC(=O)Nc3cccc4ccccc34)nc1=O)CCC2
-1.2	O=C(Nc1ccon1)c1cccc(S(=O)(=O)N2CCCCC2)c1
-0.2	C[C@@H]1CN(C(=O)c2nc3ccc(Cl)cn3c2CN(C)CCc2cnn(C)c2)C[C@H](C)O1
1.9	CCCn1c(NCc2cccc(OC)c2O)nc2ccccc21
-1.7	OC(COCC1CC=CCC1)Cn1cnc2ccccc21 (stereo unspecified)
2.6	CC(=O)c1cccc(NC(=S)NCc2ccccc2)c1
0.8	O=C(CSc1ncccn1)Nc1ccccc1
1.5	O=C(Cc1cccs1)N1CCN(C(=O)C2CCCO2)CC1 (stereo unspecified)
3.2	Cc1cc(C)n(CC(=O)N/N=C/c2cc(Br)cc([N+](=O)[O-])c2O)n1
-0.2	O=c1c(Cc2ccc(Cl)cc2Cl)c(O)ccn1Cc1ccncc1
2.4	CCN(CC(=O)NCc1ccc(F)cc1)CC(=O)Nc1ccc(S(=O)(=O)N2CCCC2)cc1
-0.4	O=C(Nc1ccccc1)C1CCCN(C(=O)c2ccc(Cl)cc2)C1 (stereo unspecified)
0.6	CCn1c(SCC(=O)NCC2CCCO2)nc2ccccc21 (stereo unspecified)
-0.1	COCCN1C(=O)CCC1(C)C(=O)Nc1c(C)cccc1C (stereo unspecified)
-0.2	CCCn1c(=N)n(CC(=O)c2ccc(OCC(=O)OC)cc2)c2ccccc21
0.0	CCn1cc(/C=N/NC(=O)c2ccc3c(c2)OCO3)cn1
4.3	CCN(CC)S(=O)(=O)c1ccc(S(=O)(=O)Nc2cc3c(cc2C(C)=O)OCO3)cc1
-0.2	CCCCN(CCCNc1ncnc2nc[nH]c12)c1ccccc1
-1.9	O=C(NC(CC(=O)N1CCN(c2ccc([N+](=O)[O-])cc2)CC1)c1ccccc1)c1ccccc1Cl (stereo unspecified)

Entries listed above that bear a hit mark in TTR transcr act:
TTR transcr act	smiles
11*	Cc1ccccc1/[N+]([O-])=C/c1ccncc1

Other results:
TTR transcr act	smiles
-1.5	CCCn1nc2cc(C(=O)N(CC)c3ccc(OC)cc3)ccc2c1OCC
-0.3	O=C1CC(C(=O)N2CCOCC2)C2(CCCC2)O1 (stereo unspecified)
-1.2	O=C(c1cccc(Cl)c1)N1CCC(=O)N([C@H](COCc2cccc(Cl)c2)Cc2ccccc2)CC1
0.1	Cc1cc(N/N=C/c2ccc(N(C)C)cc2)c2ccccc2n1
-1.4	CCN(CC(=O)Nc1ccccc1OC)Cc1csc(CC(=O)Nc2ccc(C)cc2)n1
0.5	COc1ccc(-n2nnnc2SCC(=O)Nc2cccc(C)n2)cc1OC
-1.3	CN(C)CCCNC(=S)N(CCN(C)C)Cc1cc2cc3c(cc2[nH]c1=O)OCCO3
2.2	CCN(CC)C(=S)NC(=O)c1ccc(OC)c(Br)c1
0.2	COc1nccc(NCc2ccccc2)c1C#N
0.2	CCOC(=O)c1ccc(NCCc2ccc(OC)c(OC)c2)c(N)c1
-0.4	COc1ccc(OCCCn2cccc2/C=C2/C(=N)N3OC(C)=CC3=NC2=O)cc1
1.3	CC(C)OC(=O)c1c(NC(=O)CCn2nnc3ccccc32)sc2c1CCCC2
-2.7	Nc1c(C(=O)N/N=C/c2cccnc2)oc2nc(-c3ccco3)cc(-c3ccco3)c12
1.2	CC(C)Cn1c(=O)c2c(c3ccccc31)OC(C)C(=O)N2 (stereo unspecified)
0.3	Cn1c(SCC(=O)N/N=C/C=C\c2ccccc2[N+](=O)[O-])nc2ccccc21

In the list so far, three have a thiophene ring, fused or not:
TTR transcr act	smiles
-0.1	Cc1sc2ncn(CC(=O)NCc3ccco3)c(=O)c2c1-c1ccccc1
1.5	O=C(Cc1cccs1)N1CCN(C(=O)C2CCCO2)CC1 (stereo unspecified)
1.3	CC(C)OC(=O)c1c(NC(=O)CCn2nnc3ccccc32)sc2c1CCCC2

The results go on.
TTR transcr act	smiles
-0.7	NS(=O)(=O)c1ccc(NC2=CC(c3ccc(F)cc3)N(c3ccc(S(N)(=O)=O)cc3)C2=O)cc1 (stereo unspecified)
-0.1	Fc1cc(Cl)cc2ccc(-c3ccccc3)nc12
-2.6	CCOC(=O)/C(C(=O)Nc1ccc(Br)cc1)=C1/NC(C)(C)Cc2ccccc21
0.6	CCC(=O)Nc1c(C(=O)Nc2ccc3c(c2)OCCO3)oc2ccccc12
0.6	S=C(NCCc1ccccc1)NC1CC1
3.2	S=C(NCCN1CCOCC1)C(=S)NCCN1CCOCC1
-6.3	C=C1C(=O)[C@]23C[C@H]1CC[C@H]2[C@]1(C)CCC[C@@](C)(C(=O)OC)[C@H]1C[C@@H]3O
-2.4	COc1ccc(-c2csc(NC(=O)c3ccc(S(=O)(=O)N4CCc5ccccc5C4)cc3)n2)c(OC)c1
-0.4	CC(C)Nc1nc(SCC(N)=O)nc(N2CCOCC2)n1
-0.9	O=C(OCc1nnc(-c2ccccc2)o1)c1cc(Cl)ccc1[N+](=O)[O-]
1.5	CN(C)/C=C1\C(=O)N(c2ccc(F)cc2F)C(c2cccnc2)S1(=O)=O (stereo unspecified)
-0.3	Cc1ccccc1OCC(=O)NCCNC(=O)c1cccnc1
-2.4	Cc1cccc(-n2nc([N+](=O)[O-])c(=NC3CCN(Cc4ccccc4)CC3)n2O)c1
1.8	CC(C)Cn1c(-c2ccco2)csc1=Nc1cccnc1
-1.5	CC1COCC(C)N1C(=O)c1cccnc1 (stereo unspecified)
0.5	COc1cc(-n2nc(C)c3c2OC(N)=C(C#N)C3c2ccccc2)c(Cl)c(Br)c1O (stereo unspecified)
4.5	CC(C)(C)C(=O)N1CCC(O)(CS(=O)(=O)Cc2ccccc2Cl)CC1
-1.2	CN1CCN(NC(=O)C2CC2)CC1
1.4	CCC(C)NC(=O)/C(=C/c1ccco1)c1ccccc1 (stereo unspecified)
1.8	NC(=O)CSc1cn(Cc2cccc(F)c2)c2ccccc12
1.9	COCC1CCN(C(=O)c2ccc3oc(CCc4ccccc4)nc3c2)C1 (stereo unspecified)
5.3	CC1(C)C(=O)NC(=O)N1Cc1ccccc1
-4.0	O=C(Nc1scc(-c2ccc(Br)cc2)c1C(=O)O)c1ccccc1F
-1.1	CC(C)(C)OC(=O)C[C@@H]1C/C=C\C[C@@H](CC(=O)N[C@H](CO)Cc2ccccc2)C(=O)NC[C@H](c2ccccc2)OC1=O
-2.2	COc1ccc(/C=C/C(=O)c2ccc(NS(=O)(=O)c3ccc(C)cc3)cc2)cc1O
1.6	CNC[C@H](CC1CCCCC1)NC[C@H](CO)NCCc1cccc(C(F)(F)F)c1
2.6	CN(C)c1nc2c(c(=O)[nH]c(=O)n2C)n1Cc1ccc(F)cc1
-0.6	CCOC(=O)C1(CCOc2ccccc2)CCN(CC(O)CO)CC1 (stereo unspecified)
-1.5	CC(=O)c1cc(F)ccc1OCC(=O)Nc1ccc2c(c1)OCO2
0.8	NC(=O)C1CC(=O)N(c2ccc(OCc3c(F)cccc3Cl)cc2)C1 (stereo unspecified)
1.0	CC(=O)NCCC(=O)Nc1cc(S(=O)(=O)N2CCOCC2)ccc1Oc1ccccc1
-0.7	Cc1ccc(F)c(S(=O)(=O)NC(=O)C2(C)CCN2C(=O)Cc2cccs2)c1 (stereo unspecified)
3.0	COc1ccc(C(=O)NC2CC3CCCC(C2)N3Cc2ccccc2)cc1OC (stereo unspecified)
-0.4	O=C1NC(=O)C(CC(=O)N(Cc2cccs2)C2(C(=O)NC3CCCCC3)CCCCC2)N1 (stereo unspecified)
-1.4	COc1cc(OC)cc(C(=O)N2CCN(C(=O)c3cccs3)CC2)c1
3.1	CC(C)Oc1ccc(C(=O)Nc2ccc(C(F)(F)F)n(C)c2=O)cc1
-2.1	COC(=O)CCC(=O)N(CCN(Cc1ccccc1)C(=O)CCC(=O)OC)Cc1ccccc1
-0.6	COc1ccc(C2CC3(CC(C)(C)NC(SC)=N3)Oc3cc(O)cc(C)c32)cc1 (stereo unspecified)
-2.8	CC(C)Cn1c(N)c(C(=O)COC(=O)C2CC(=O)N(Cc3ccccc3Cl)C2)c(=O)n(C)c1=O (stereo unspecified)
-1.0	CCCCc1ccc2nc(NC(=O)c3ccc(Br)o3)sc2c1
3.2	Cn1cc(-c2nc3ccccc3[nH]2)c2ccccc21
2.5	Cn1nc(C(F)(F)F)c(C(=O)Nc2ccc(C(F)(F)F)cc2)c1Cl
-0.8	COc1cc(C(=O)Nc2cccc(-n3cnnn3)c2)cc(OC)c1OC
1.5	O=C(NCc1ccncc1)C(=O)N/N=C/c1cccnc1
3.3	CCCCn1c(SCC(=O)Nc2cccc(OC)c2)nc2ccc(N3CCOCC3)cc2c1=O

Single values from the results shown:
TTR transcr act with `Cn1cc(-c2nc3ccccc3[nH]2)c2ccccc21` reads 3.2
TTR transcr act with `O=C(NCc1ccncc1)C(=O)N/N=C/c1cccnc1` reads 1.5
TTR transcr act with `COc1ccc(C2CC3(CC(C)(C)NC(SC)=N3)Oc3cc(O)cc(C)c32)cc1` (stereo unspecified) reads -0.6
TTR transcr act with `Cn1nc(C(F)(F)F)c(C(=O)Nc2ccc(C(F)(F)F)cc2)c1Cl` reads 2.5
TTR transcr act with `CC(=O)NCCC(=O)Nc1cc(S(=O)(=O)N2CCOCC2)ccc1Oc1ccccc1` reads 1.0
TTR transcr act with `CCCCn1c(SCC(=O)Nc2cccc(OC)c2)nc2ccc(N3CCOCC3)cc2c1=O` reads 3.3

(list continues)
TTR transcr act	smiles
-2.2	Nc1cc(S(=O)(=O)Nc2ccccc2Cl)ccc1N1CCCC1
0.2	COc1cc2c(cc1CNC[C@H]1O[C@@H](n3cc(C)c(=O)[nH]c3=O)C[C@@H]1O)OCO2
-0.8	COc1ccccc1Cn1c(=O)c2ccccc2n2c(SCc3csc(C)n3)nnc12
9.9*	Cc1ccc(CSCCNC(=O)CN2C(=O)c3ccccc3S2(=O)=O)cc1
1.0	O=C(NNS(=O)(=O)c1ccccc1F)c1cc(-c2ccccc2)n[nH]1
0.0	Cc1cc(C(=O)N/N=C/c2ccc3c(c2)OCO3)c2ccccc2n1
-0.8	COc1cc2c(cc1OC)C(CCc1ccccc1)=NCC2
-2.4	COc1ccccc1Oc1ccc2c(c1)C(=O)N(CC1CCCO1)C2=O (stereo unspecified)
-5.5	Cc1ccc(C)c(OCCC(=O)Nc2ccc(S(=O)(=O)N3CCCC3)cc2)c1
5.6	O=C1CCCC(O)=C1N=Nc1c(Cl)cc(C(F)(F)F)cc1Cl
-0.4	Cc1ccc(O)c(NC(=O)c2noc3c2CCc2ccccc2-3)c1
1.5	COc1cc(C=Nc2cccc(C)c2)c(O)c([N+](=O)[O-])c1
-0.4	CCCSC1=C(C#N)C(c2cc(OC)ccc2OC)CC(=O)N1 (stereo unspecified)
-0.5	CC[C@H](C)/C=C(C)/C=C/C1=CC2=CC(=O)[C@]3(C)OC(=O)[C@@H](C(C)=O)[C@@H]3C2=CO1
-1.2	COC(=O)CCCC(=O)N1CCC(CCC(=O)NCc2ccc(F)cc2)CC1

Source: PubChem (The Scripps Research Institute Molecular Screening Center)
